From PubChem BioAssay
ATXN viability = Viability Counterscreen for Primary qHTS for Inhibitors of ATXN expression. S2 cells (HEK-293 line with an ATXN2-luciferase reporter) viability, CellTiter-Fluor protease fluorescence, 24 h. Potency, µM (series often up to 56.7 µM), usual class: cytotoxic. hit rate 0.49% among 400,000. AID 651635, 2014; note: nearly all actives have a fitted effect of over 40% in size
Nrf2 ARE act = qHTS of Nrf2 Activators. AID 624171, 2012. AREc32 ARE-luciferase reporter (MCF7-derived line), luminescence, 24 h. Potency, µM (titrated, usually from 46.1 µM), without a hit: top-dose activation, most hits filed as activators. hit rate 0.31% among 410,000; note: % of control where 0% means no effect; nearly all actives have a fitted effect of over 65% in size
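For detection, Steady-Glo was added and plates sat 30 min at RT; before that, AREc32_Fluc cells grown overnight in OPTI-MEM/5% FBS had been treated with 23 nL compound for 24 hr at 37 deg C.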
MCF10A rerep = A quantitative high throughput screen for small molecules that induce DNA re-replication in MCF 10a normal breast cells. hit rate 2.9% among 350,000. Potency, µM (highest dose often 46.1 µM), for inactives: at the top dose activity, positive = re-replication, usual class: activators. MCF 10A DNA re-replication, Hoechst nuclear intensity, 48 h; note: % of control where 0% means no effect; nearly all actives have a fitted effect of over 50% in size
ATXN2 expr inh = Primary qHTS for Inhibitors of ATXN expression; HEK-293 ATXN2-luciferase reporter, luminescence, 24 h; Potency, µM (highest dose often 57 µM), without a hit: at the highest dose activity change, negative = inhibition, actives largely listed as inhibitors; hit rate 0.72% among 360,000; AID 1745845, 2022; note: % is set by controls: 0 for no effect and ±100 for the full control effect; nearly all actives have a fitted effect of over 55% in size
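ATXN2-luciferase reporter cells (luciferase flanked by upstream and downstream ATXN2 gene portions) were treated 24 h at 37 °C with compounds at up to 57 uM. SteadyGlo luminescence gave expression; GF-AFC fluorescence gave viability.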
Nrf2 block = Nrf2 qHTS screen for inhibitors; A549 ARE-Fluc reporter, luciferase luminescence, 18-24 h; Potency, µM (highest dose often 46 µM), without a hit: top-dose activity change, negative = inhibition, usual class: inhibitors; hit rate 2.1% among 360,000; note: % is set by controls: 0 for no effect and ±100 for the full control effect; nearly all actives have a fitted effect of over 60% in size
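Two sequential reads on A549 ARE_Fluc cells exposed to compound for 18-24 h: a CellTiter-Fluor fluorescence read for viability, then a luciferase luminescence read for Nrf2/ARE activity.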
A549 tox = Nrf2 qHTS screen for inhibitors: counterscreen for cytotoxicity; AID 504648, 2011; A549 ARE-Fluc cells, CellTiter-Fluor viability, 18-24 h; Potency, µM (series often up to 46 µM), for inactives: at the top dose activity change, negative = cytotoxicity, actives largely listed as inhibitors; hit rate 0.16% among 390,000; note: % is set by controls: 0 for no effect and ±100 for the full control effect
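Cytotoxicity counterscreen: CellTiter-Fluor fluorescence was measured in A549 ARE_Fluc cells after 18-24 h of compound exposure in a concentration series. The subsequent BugLite luminescent read reports ARE-luciferase activity.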
EPAC2 antagonist = qHTS for Antagonist of cAMP-regulated guanine nucleotide exchange factor 2 (EPAC2): primary screen; Rap guanine nucleotide exchange factor 4 (Homo sapiens), Q8WZA2; Potency, µM (doses to about 114 µM), inactives show top-dose activity, negative = inhibition, usual class: inhibitors; AID 720708, 2013; EPAC2 GEF exchange of Rap1B-BODIPY-GDP, fluorescence; hit rate 0.18% among 360,000; note: % is set by controls: 0 for no effect and ±100 for the full control effect; nearly all actives have a fitted effect of over 45% in size; many of its hits are not listed in these tables
Target sequence (Q8WZA2 whole entry, looked up): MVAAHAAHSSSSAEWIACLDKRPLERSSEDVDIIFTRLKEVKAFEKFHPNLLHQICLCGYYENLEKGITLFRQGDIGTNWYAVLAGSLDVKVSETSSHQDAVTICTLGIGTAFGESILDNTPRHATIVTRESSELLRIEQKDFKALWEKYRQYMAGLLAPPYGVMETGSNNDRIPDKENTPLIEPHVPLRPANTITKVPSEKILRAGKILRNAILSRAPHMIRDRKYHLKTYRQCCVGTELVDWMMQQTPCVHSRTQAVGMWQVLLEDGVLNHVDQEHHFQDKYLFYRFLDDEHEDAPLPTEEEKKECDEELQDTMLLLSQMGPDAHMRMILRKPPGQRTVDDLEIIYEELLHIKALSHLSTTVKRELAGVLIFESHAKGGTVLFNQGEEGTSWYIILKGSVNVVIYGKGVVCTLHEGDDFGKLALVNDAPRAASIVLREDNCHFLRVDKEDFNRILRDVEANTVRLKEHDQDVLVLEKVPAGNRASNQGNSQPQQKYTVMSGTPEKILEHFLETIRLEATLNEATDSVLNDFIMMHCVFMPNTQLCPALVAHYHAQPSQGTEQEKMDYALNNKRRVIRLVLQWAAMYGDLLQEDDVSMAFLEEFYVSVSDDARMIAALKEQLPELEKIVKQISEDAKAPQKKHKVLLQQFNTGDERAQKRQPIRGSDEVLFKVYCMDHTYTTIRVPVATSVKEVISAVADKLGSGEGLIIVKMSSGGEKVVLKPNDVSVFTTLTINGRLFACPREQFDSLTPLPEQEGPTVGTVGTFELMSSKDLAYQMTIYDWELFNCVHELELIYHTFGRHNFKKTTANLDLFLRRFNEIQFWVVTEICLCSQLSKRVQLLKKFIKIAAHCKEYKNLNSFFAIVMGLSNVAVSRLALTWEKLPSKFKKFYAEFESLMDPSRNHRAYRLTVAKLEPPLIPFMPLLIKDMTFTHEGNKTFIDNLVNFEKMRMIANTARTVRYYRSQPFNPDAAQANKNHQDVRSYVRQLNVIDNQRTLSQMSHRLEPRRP
TGFb SMAD3 inh = qHTS for Inhibitors of TGF-b. HepG2 CAGA-GFP TGF-b/SMAD3 reporter, GFP fluorescence, 18 h; TGF-beta stimulated, 500 pg/mL final. Potency, µM (highest dose often 46.1 µM), for inactives: top-dose activity, negative = inhibition, actives largely listed as inhibitors. hit rate 1.2% among 410,000; note: % is set by controls: 0 for no effect and ±100 for the full control effect; nearly all actives have a fitted effect of over 65% in size
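Smad-responsive CAGA-GFP expression was quantified in HEPG2 cells exposed to compounds and 500 pg/mL final TGF-beta for 18 h at 37 degrees C; unstimulated wells defined full inhibition.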
HepG2 tox = qHTS for Inhibitors of TGF-b: Cytotox Counterscreen | AID 588856, 2011 | hit rate 0.76% among 410,000 | Potency, µM (series often up to 46.1 µM), for inactives: at the highest dose activity change, negative = cytotoxicity, usual class: cytotoxic | HepG2 CAGA-GFP viability, ATP luminescence, 18 h; note: some results filed as inactive show a strong effect at the top dose
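CellTiter-Glo luminescence gave cytotoxicity after 18 hours at 37 degrees C. The cells were HepG2 CAGA-GFP in 1% FBS DMEM, stimulated with 500 pg/mL TGF-beta after compound addition. %Activity was normalised to no-cell wells (complete cell-killing) and DMSO (no toxicity), and curves were fitted and classified.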
Starred values were filed as active, the others as inactive; i = inactive; ? = inconclusive; . = not tested or not shown; & = joins results of further samples; [ ] = dose if it differs, or a comment. Calls come from the whole dose curve; as a rule, active = well fitted curve in the direction sought with a large enough effect; inconclusive = small, poorly fitted or top-dose-only effect, or another doubt; inactive = no such curve, though single readings can be large; an effect the other way counts as inactive or inconclusive. Potency is the fitted concentration of half-maximal effect. Some of the compounds tested; the hit share may differ from the screen's.

SMILES	ATXN viability	Nrf2 ARE act	MCF10A rerep	ATXN2 expr inh	Nrf2 block	A549 tox	EPAC2 antagonist	TGFb SMAD3 inh	HepG2 tox
CCOC(=O)C1=C(C)OC(N)=C(C#N)C1c1cccc(C)c1 (stereo not drawn)	i	0.2%	20%	-12%	-5%	-12%	-2%	1%	-3%
COc1ccc(C(=O)C2CCCN(Cc3ccc(Sc4nncn4C)o3)C2)cc1F (stereo not drawn)	?	0.3%	5%	-19%	-7%	8%	0%	-1%	-2%
CCOc1cc2c(cc1OCC)C(c1ccccc1OC)OC(=O)C2 (stereo not drawn)	i	2.6%	8%	-7%	-3%	3%	-20%	5%	0%
CN(Cc1ccccc1)C(=O)c1cn(C)c2ccc(S(=O)(=O)N3CCCCC3)cc2c1=O	i	-1.0%	.	5%	-19%	6%	.	0%	-24%
S=c1[nH]c(-c2ccc(Cl)cc2)cs1	i	0.4%	16%	-9%	10%	-10%	-1%	8%	0%
CCc1cc(=O)oc2cc(C)cc(OCC(C)=O)c12	i	-0.8%	-2%	-21%	-9%	0%	-6%	14%	1%
Oc1ccc(Cl)cc1C(C#Cc1ccccc1)N1CCOCC1 (stereo not drawn)	i	21%	?	5%	0%	-2%	-2%[57.1 µM]	-7%	-8%
Cc1ccc(O)c(C(=O)c2cnn(C(=O)Cc3csc(C)n3)c2)c1	i	3.3%	?	19%	-22%	4%	-25%	-11%	-18%
COc1ccc(OCC(=O)Nc2ccc3oc(=O)ccc3c2)cc1	i	0.0%	15%	-2%	-30%	14%	-1%	3%	-8%
Cn1c(=O)n(Cc2ccc(Br)cc2)c2ccccc21	.	2.0%	-2%	.	?	2%	?	5%	1%
O=C(Nc1cccc(S(=O)(=O)NC2=NCCC2)c1)c1cc(-c2ccco2)nc2ccccc12	i	10µM*	0%	0%	3%	?	-2%	-29%	6%
Cc1nnc2c3ccccc3c(-c3cccc4ccccc34)nn12	?	2.8%	?	22%	?	-8%	9%	21%	-12%
COc1cc(OC)c(C(=O)N/N=C/c2ccoc2)cc1OC	i	-0.4%	?	3%	2%	1%	0%	-7%	-9%
COc1cc(OC)c(OC)cc1/C=C1/C(=O)N=C(N)N1C	?	0.0%	-2%	.	-4%	-12%	10%	-2%	2%
Cc1ccc(C)c(NC(=O)CSc2nnc(-c3ccncc3)n2N)c1	i	-0.4%	1%	2%	5%	.	-5%	?	-18%
CN(CC(=O)NCc1ccc2c(c1)OCO2)CC(=O)Nc1ccc(F)c(F)c1F	i	-0.6%	3%	6%	-9%	0%	0%	-1%	-11%
CCOC(=O)C(=O)NCC(c1ccco1)S(=O)(=O)c1cccs1 (stereo not drawn)	i	-0.3%	-6%	2%	-18%	-1%	8%	7%	11%
CCSc1nc2ccccc2n1Cc1ccccc1F	i	-0.5%	16%	-27%	?	0%	-14%	7%	-20%
CCCC[n+]1ccn(-c2nc3ccccc3nc2[N-]S(=O)(=O)c2ccc(Br)cc2)c1	i	0.3%	?	-25%	3%	7%	13%	-2%	-166%
CCN(Cc1cc2ccccc2[nH]c1=O)C(=O)c1cccc([N+](=O)[O-])c1	i	-1.0%	-4%	-3%	0%	0%	9%	4%	-6%
CCN(CC(=O)Nc1c(F)cccc1F)C(=O)Cc1csc(-c2ccccc2)n1	i	2.7%	6%	-1%	2%	-11%	3%	-9%	0%
COc1cccc(C(C)(O)c2nc(-c3cncnc3)cs2)c1 (stereo not drawn)	i	0.1%[9.22 µM]	.	6%	.	.	7%	4%	15%
O=C1C2C3C=CC(C4CC34)C2C(=O)N1/N=C/c1ccc(-c2ccccc2[N+](=O)[O-])o1 (stereo not drawn)	i	15%	?	23%	.	-12%	-3%	20%	10%
O=C(Nc1cccc(C(F)(F)F)c1)NC1CCN(S(=O)(=O)c2ccc(F)cc2)CC1	i	-0.8%	-25%	-5%	-5%	-4%	3%	-2%	-22%
COC(=O)c1sc2nc(C)nc(SCC(=O)Nc3sccc3C(N)=O)c2c1C	i	12%	0%	.	?	1%	-5%	-10%	-10%
Cc1ccc2nc(N3CCN(c4ccccc4)CC3)c3nnnn3c2c1	.	-1.0%	.	.	?	9%	.	2%	-9%
COc1ccc(Cc2nnc(-c3ccc(F)cc3)o2)cc1OC	i	1.1%	5%	-2%	-14%	0%	-10%	-1%	0%
CCN1CCN(c2ccc(S(=O)(=O)N3CCCCC3)cc2NC(=O)CC(C)c2ccccc2)CC1 (stereo not drawn)	i	4.8%	?	-4%	0%	1%	0%	47%[activator]	0%
Cn1c(=O)c2c(SCC(=O)N3CCCc4ccccc43)nc(CC(C)(C)C)nc2n(C)c1=O	i	0.4%	0%	9%	16%	-5%	-5%	-6%	0%
CCCOC(=O)c1ccc(NC(=O)Cc2cccs2)cc1	i	-0.2%	1%	42%[activator]	1%	-1%	-3%	-1%	3%
COc1ccc(NC(=O)COC(=O)CNS(=O)(=O)c2ccccc2)cc1OC	i	0.1%	-37%[inhibitor]	14%	21%	3%	4%	-11%	-5%
CC1(C)Cc2nc3[nH]c(=S)n(-c4ccccc4)c(=O)c3cc2CO1	i	0.5%	13%	6%	4%	2%	12%	9%	-4%
CCN(CC)S(=O)(=O)c1ccc(N2CCCC2)c(NS(=O)(=O)c2ccccc2)c1	i	0.8%	0%	-8%	-6%	4%	4%	4%	8%
COc1cccc(-c2nnc(SCC(=O)Nc3cc(C)on3)n2C)c1	i	0.1%	-1%	-1%	?	10%	-3%	2%	5%
COCC(C)n1c(SCc2nc3ccccc3c(=O)[nH]2)nc2ccccc2c1=O (stereo not drawn)	.	-0.2%	18%	53%[activator]	-5%	0%	3%	-16%	-3%
CCOc1ccc(/C=C2\SC(=S)N(CC(=O)NCCCN3CCOCC3)C2=O)cc1	i	4.1%	12%	23%	1%	-9%	-1%	-3%	-20%
Cc1ccc(NC(=O)C2CCCN2S(=O)(=O)c2ccc3nc(-c4ccccc4)[nH]c3c2)cc1C (stereo not drawn)	.	6.4%	.	.	-24%	-2%	.	?	-25%
Oc1oc(C=Nc2ccc(F)cc2F)c2ccccc12	i	0.6%	-2%	.	-16%	-3%	6%	20%	16%
CC(C)C(=O)NS(=O)(=O)c1ccc(N)cc1	i	0.3%	2%	-19%	-15%	-2%	-3%	?	-53%
CCCCN(C(=O)COC(=O)CSc1cc(C)c2ccccc2n1)c1c(N)n(CCC)c(=O)[nH]c1=O	i	0.0%	4%	6%	8%	1%	19%	9%	-1%
CCOc1ccc(-n2c(=O)c3sccc3n(CC(=O)NC3CCCCC3)c2=O)cc1	i	-0.4%	-3%	9%	19%	19%	3%	17%	-9%
S=C(NCc1ccco1)Nc1ccccn1	i	?	-2%	-1%	19%	3%	1%	-20%	0%
CC1(C)CC(=O)C2=C(C1)Oc1ncn(Cc3ccco3)c(=N)c1C2c1ccccc1 (stereo not drawn)	i	4.2%	-3%	-22%	?	-14%	-3%	-3%	-12%
COC(=O)c1nn(-c2ccccc2)c2nnc(Cc3ccc(C)cc3)c(=O)n12	i	0.3%	-11%	-8%	4%	4%	5%	0%	5%
Cc1ccnc(NC(=O)COc2ccc3oc4c(c3c2)CCCC4)c1	i	2.8%	29%	-5%	?	-11%	3%	-15%	-19%
Cc1ccc(C)c(N2CCN(C(=O)CCc3nc(-c4ccccc4C(F)(F)F)no3)CC2)c1	i	4.6%	?	-4%	-1%	-4%	?	?	-20%
O=C(O)c1ccc(N2C(=O)c3[nH]nc(-c4ccccc4)c3C2c2ccccc2)cc1 (stereo not drawn)	i	-0.6%	-23%	7%	-11%	-1%	-12%	8%	-13%
C[C@H](O)[C@@H]1C(=O)N2CCc3c([nH]c4ccccc34)[C@@H]2C[C@@H]1N(C)C(=O)Nc1cccc2ccccc12	i	25%	.	37%[activator]	.	.	-10%	?	-15%
O=C(/C=C/c1cn(-c2ccccc2)nc1-c1cccnc1)NCCN1CCOCC1	i	0.2%	11%	-6%	-9%	0%	-5%	4%	-23%
COC(=O)C1N2C(=O)[C@@H](NC(=O)COc3ccccc3)[C@H]2SC1(C)C (stereo partly drawn)	i	-0.4%	5%	0%	?	2%	8%	-4%&-12%	1%&-7%
O=C(O)C1CCCCN1C(=O)c1ccc(S(=O)(=O)N2CCCC2)cc1 (stereo not drawn)	i	-0.4%	-18%	6%	-1%	-2%	9%	-3%	-13%
Fc1cccc(Cn2cc(C(=S)N3CCCCC3)c3ccccc32)c1	i	-0.4%	9%	-11%	-26%	8%	-5%	-6%	-35%
COc1ccc(NS(=O)(=O)c2ccc(OCC(=O)N3CCOCC3)cc2)cc1	i	-0.2%	-8%	-5%	-18%	13%	0%	-12%	-7%
Cc1nc(S(=O)(=O)c2ccc(Cl)cc2)c(NCc2ccccc2)o1	i	-0.6%	8%	0%	?	6%	-2%	-11%	5%

An excerpt from above in order of their number in Nrf2 ARE act, largest number first:
SMILES | Nrf2 ARE act | EPAC2 antagonist | TGFb SMAD3 inh
C[C@H](O)[C@@H]1C(=O)N2CCc3c([nH]c4ccccc34)[C@@H]2C[C@@H]1N(C)C(=O)Nc1cccc2ccccc12 | 25% | -10% | ?
COC(=O)c1nn(-c2ccccc2)c2nnc(Cc3ccc(C)cc3)c(=O)n12 | 0.3% | 5% | 0%
O=C(O)c1ccc(N2C(=O)c3[nH]nc(-c4ccccc4)c3C2c2ccccc2)cc1 (stereo not drawn) | -0.6% | -12% | 8%

Among those listed so far, 3 have a Cl atom:
SMILES	ATXN viability	Nrf2 ARE act	MCF10A rerep	ATXN2 expr inh	Nrf2 block	A549 tox	EPAC2 antagonist	TGFb SMAD3 inh	HepG2 tox
S=c1[nH]c(-c2ccc(Cl)cc2)cs1	i	0.4%	16%	-9%	10%	-10%	-1%	8%	0%
Oc1ccc(Cl)cc1C(C#Cc1ccccc1)N1CCOCC1 (stereo not drawn)	i	21%	?	5%	0%	-2%	-2%[57.1 µM]	-7%	-8%
Cc1nc(S(=O)(=O)c2ccc(Cl)cc2)c(NCc2ccccc2)o1	i	-0.6%	8%	0%	?	6%	-2%	-11%	5%
